TDP2 absorb: blocks human TDP2 phosphodiesterase activity. O95551. recombinant TDP2, T5PNP hydrolysis, p-nitrophenol absorbance 415 nm. inhibition, % at 12.8 µM. 0.34% of 370,000 active;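 active means inhibition above the mean of all tested compounds plus 3 SD, set per campaign, cut at about 25% in these data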;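 further: 0% = DMSO with enzyme and 100% = buffer with substrate but no TDP2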
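System – recombinant human TDP2 · Amount – 120 nM TDP2 per well · Buffer or medium – Mg2+-containing Tris-HCl buffer, pH 7.5 · Reagent – T5PNP substrate, 5 mM · Dosing – 12.8 µM single point, 1% DMSO · Incubation – 2 h at 37 °C · Measured by – epi absorbance · Read-out basis – percent inhibition · Benchmarks – high control without enzyme, low control DMSO plus TDP2 · Repeats – singlicate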
PLC-gamma1 inh: PLC-gamma1 (human) inhibition, primary screen. P19174. 0.84% of 370,000 active. inhibition, % at 12.2 µM. purified PLC-gamma1, fluorogenic substrate, fluorescence; in the data active means inhibition above about 9.5%
ADAM10 inh: inhibits human ADAM10; O14672; recombinant ADAM10, EDANS/DABCYL FRET peptide cleavage, 3 h; inhibition, % at 7 µM; 0.62% of 370,000 active; AID 720582;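 active means inhibition above a per-campaign cutoff equal to the mean of compounds falling between control-based bounds plus 3 SD, cut at about 20% in these data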;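 further: 0% = DMSO wells while the 100% control is not disclosed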
proKLK7 act: proKLK7 (human) activation, primary screen; P49862; purified proKLK7, EDANS-DABCYL substrate fluorescence; 100% is mature enzyme control, 0% vehicle; activation, % at 7 µM; 0.9% of 370,000 active; AID 652039;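 active means activation above the mean of all tested compounds plus 3 SD, computed per campaign excluding outliers beyond control limits, cut at about 13% in these data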
ASAP1 GAP inh: inhibitors of human ASAP1 ArfGAP activity; 0.19% of 360,000 active; ASAP1-stimulated ARF1 GTP hydrolysis, GDP FP detection; AID 624377; inhibition, % at 16.5 µM; Q9ULH1; in the data active means inhibition above about 25%;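 further: 0% = vehicle with enzyme and substrate and 100% = no enzyme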
Target sequence (Q9ULH1 325-724 limits assumed): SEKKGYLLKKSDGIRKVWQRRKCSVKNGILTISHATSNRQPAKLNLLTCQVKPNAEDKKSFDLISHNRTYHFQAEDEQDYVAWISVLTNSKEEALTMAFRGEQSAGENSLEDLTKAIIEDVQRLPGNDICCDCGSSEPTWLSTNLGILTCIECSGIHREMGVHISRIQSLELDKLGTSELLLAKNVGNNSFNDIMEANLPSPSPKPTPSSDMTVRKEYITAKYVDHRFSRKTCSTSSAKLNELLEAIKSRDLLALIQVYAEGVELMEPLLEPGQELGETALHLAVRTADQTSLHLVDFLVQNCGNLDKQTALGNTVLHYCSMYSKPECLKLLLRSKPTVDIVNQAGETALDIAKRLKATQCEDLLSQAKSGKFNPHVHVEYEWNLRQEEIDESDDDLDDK
ARFGAP1 inh: rat ARFGAP1 inhibition. Q62848. Arfgap1-stimulated ARF1 GTP hydrolysis, GDP FP detection. inhibition, % at 16.5 µM. 0.26% of 360,000 active. AID 651572;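 active means inhibition above a per-plate limit, mean inhibition of low control wells plus 3 SD, cut at about 25% in these data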;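 further: 0% = DMSO wells with enzyme and 100% = wells lacking Arfgap1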
Target sequence (Q62848 1-136 limits assumed): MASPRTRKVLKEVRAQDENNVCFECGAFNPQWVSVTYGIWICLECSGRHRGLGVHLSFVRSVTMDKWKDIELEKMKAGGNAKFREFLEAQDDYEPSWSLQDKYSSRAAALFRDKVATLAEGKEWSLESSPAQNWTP
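Material: rat Arfgap1 GAP domain (His6, aa 1-136), purified enzyme. Also added: human ARF1(Δ1-17)-GTP substrate. Compound dosing: 16.5 µM single point, 1.26% DMSO. Timing: enzyme reaction 120 min at 25 °C after 20 min preincubation. Signal: GDP detection by fluorescence polarization. Read-out basis: percent inhibition of GAP-stimulated GDP formation, scaled between DMSO and no-Arfgap1 medians.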
Tn7 DDE FP: disrupts Tn7 cyclic peptide binding to fibrin D-Dimer-E complex; 0.13% of 370,000 active; AID 720508; P02675; FP displacement of FITC-Tn7 peptide from fibrin DD(E); 0% = median of compound wells per plate; inhibition, % at 8.3 µM;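 active means inhibition above the mean of compounds falling within the control limits plus 3 SD of them, cut at about 14% in these data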;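 further: 0% = plate median of compound wells and 100% = 10 µM Aha-Tn7 peptide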
Target sequence (P02675 whole entry, looked up): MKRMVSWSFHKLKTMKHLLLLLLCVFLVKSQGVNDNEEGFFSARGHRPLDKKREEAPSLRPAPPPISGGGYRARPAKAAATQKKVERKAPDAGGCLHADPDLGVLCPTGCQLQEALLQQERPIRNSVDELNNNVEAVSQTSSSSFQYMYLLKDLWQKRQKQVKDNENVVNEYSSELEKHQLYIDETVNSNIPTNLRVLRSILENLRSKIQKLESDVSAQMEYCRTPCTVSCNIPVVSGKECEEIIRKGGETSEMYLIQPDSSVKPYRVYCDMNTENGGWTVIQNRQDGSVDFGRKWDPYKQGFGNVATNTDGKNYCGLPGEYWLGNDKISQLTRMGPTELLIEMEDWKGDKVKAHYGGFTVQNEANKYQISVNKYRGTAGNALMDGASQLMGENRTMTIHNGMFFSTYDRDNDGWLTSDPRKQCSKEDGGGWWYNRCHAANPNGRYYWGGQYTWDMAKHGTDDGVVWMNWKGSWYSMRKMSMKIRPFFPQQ
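Also added: labelled Tn7 tracer, 0.1 µM; Assay system: human fibrin DD(E) protein; Amount: 2 µM fibrin DD(E); Schedule: 10 min compound pre-incubation, 3 h probe incubation at room temperature; Repeats: one replicate per compound; Read-out basis: percent inhibition; Measured by: fluorescence polarization of the labelled Tn7 tracer.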
DDE Tn6 FP inh: inhibitors of Tn6 peptide binding to human fibrin DD(E); AID 720509; P02675; inhibition, % at 8.3 µM; Fibrin DD(E) TRITC-Tn6 fluorescence polarization displacement; 0.21% of 370,000 active;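 active means inhibition above a per-campaign cutoff: mean of compounds within control limits plus 3 SD, cut at about 15% in these data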;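 further: 0% = median of all compound wells on the plate and 100% = blocking peptide control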
ADAM17 inh: inhibitors of human ADAM17; recombinant ADAM17, EDANS/DABCYL FRET peptide cleavage; inhibition, % at 6.95 µM; 0.83% of 370,000 active;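 active means inhibition above the mean of compounds lying between control limits plus 3 SD, set per campaign, cut at about 8.5% in these data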;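 further: 0% = DMSO-only wells as the low control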
LEDGF integ inh: blocks HIV-1 LEDGF/p75-dependent DNA integration; TR-FRET IN-LEDGF/p75 DNA integration, Eu/Cy5; inhibition, % at 3.7 µM; 0.64% of 370,000 active; AID 743269;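 active means inhibition above the screen-wide mean plus 3 SD, cut at about 13% in these data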;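 further: signal is the Cy5 over europium emission ratio at 671 and 618 nm; 0% = plate median of compound wells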
Active calls of the source: *; x = no result given. Hits appear at their usual frequency; any-hit rate near 4.2%.

Every second line gives: TDP2 absorb	PLC-gamma1 inh	ADAM10 inh	proKLK7 act	ASAP1 GAP inh	ARFGAP1 inh	Tn7 DDE FP	DDE Tn6 FP inh	ADAM17 inh	LEDGF integ inh
1. CCOc1ccccc1NC(=O)CSc1nnc(CNC(=O)c2ccco2)o1
→ -5.6	-1.0	-10.8	-0.6	5.7	0.2	-4.2	0.6	-4.8	-1.6
2. CC12CCC(=O)N1C(C(=O)NNC(=O)c1ccccc1Cl)CS2 (configuration not stated)
→ 3.8	-1.0	-5.3	0.0	1.4	-8.9	1.9	1.8	-3.8	-5.6
3. N#Cc1ccc2c(c1)NC(=O)C1CCCN21 (configuration not stated)
→ 6.6	-26.1	-28.1	1.1	8.8	4.3	-6.8	-3.9	-10.9	-0.3
4. Cc1ccc(S(=O)(=O)N(C)c2ccc(C(=O)N3CCOCC3)cc2)cc1
→ 11.5	-1.1	-2.6	0.1	9.1	12.2	1.0	-0.8	-1.9	0.5
5. Cc1ccc(NC(=O)c2ccc3c(c2)OCO3)cc1S(=O)(=O)N1CCOCC1
→ -0.7	1.5	-18.4	-0.3	1.9	14.8	1.3	-8.2	-2.6	-7.8
6. c1ccc(C2=Nc3cccnc3C(c3ccccc3)=NN2)cc1
→ 0.7	0.2	-1.6	0.0	3.3	12.3	-4.1	-0.8	0.6	-0.2
7. CCN(CC(=O)Nc1ccc(NC(C)=O)cc1)C(=O)C(c1ccccc1)c1ccccc1
→ 8.0	-1.6	-2.8	0.4	6.1	4.5	-2.2	2.8	-4.3	-2.0
8. Cc1noc(C)c1COc1ccccc1C(=O)NNC(=O)c1ccccc1F
→ 2.0	1.0	-3.5	-0.3	6.2	-1.7	5.8	4.0	-0.5	-1.8
9. COc1ccc(OC)c(-c2csc(NC(=O)Cc3ccccc3)n2)c1
→ 2.9	-0.1	6.4	0.9	14.7	4.4	-9.2	-2.9	6.0	-2.0
10. Cc1c(C(=O)OCC(=O)c2ccc3c(c2)OCCO3)oc2ccccc12
→ -5.7	3.9	-0.3	-0.6	4.6	-8.1	-4.2	0.4	-1.4	-0.9
11. O=C(N/N=C/c1ccc2nccnc2c1)c1ccncc1
→ 16.1	-1.6	-6.3	0.5	5.1	-7.9	3.2	0.2	-3.5	-4.6
12. CC(OC(=O)Cc1coc2ccc3ccccc3c12)C(=O)Nc1ncc(Cl)cc1Cl (configuration not stated)
→ 9.8	-16.8	-31.5	-0.6	-14.5	7.4	-0.7	-12.2	-11.9	5.4
13. Cc1ccccc1-c1nnc(SCC(=O)NCc2ccc3c(c2)OCO3)n1C
→ 2.0	-1.4	-6.0	0.1	-7.2	-5.1	-4.0	3.5	-5.9	-0.6
14. O=C(NCc1ccc(F)cc1)C(Cc1ccccc1)NS(=O)(=O)c1cccs1 (configuration not stated)
→ 2.8	-1.5	-0.8	0.1	-1.8	6.6	8.4	4.2	-2.8	-2.1
15. CCC(C)N(C(=O)Cn1nnc2ccccc21)C(C(=O)Nc1ccc(F)cc1)c1cccc(OC)c1 (configuration not stated)
→ -9.5	4.2	11.8	0.5	7.3	10.1	-5.6	2.0	3.9	-4.2
16. CN1C(=O)[C@@H]2[C@H](C1=O)[C@@H]1C(=O)Nc3ccccc3C(=O)N1[C@@H]2c1cccc(Br)c1
→ 14.0	-43.9	-59.0	-13.9	-16.3	7.2	-3.5	-1.0	-12.9	2.9
17. CCOC(=O)C1(CC2CCCCO2)CCN(Cc2nc3ccccc3[nH]2)CC1 (configuration not stated)
→ 5.2	-3.4	1.6	0.1	-1.0	-1.6	2.2	2.5	-3.3	-1.3
18. Nc1cc(N)cc(C(=O)OCC(=O)Nc2cc(S(=O)(=O)N3CCCCC3)ccc2Cl)c1
→ 7.6	-9.8	17.8	-0.1	15.7	-14.2	-4.7	-1.9	3.6	4.4
19. O=C(N/N=C/c1ccoc1)c1cc(Br)ccc1O
→ -1.3	-35.3	-39.7	1.9	9.1	-1.0	5.7	-1.7	-15.7	1.3
20. Cc1ccc(C)c2sc(NC(=O)CN3C(=O)CCC3=O)nc12
→ -0.6	0.3	-0.8	-0.2	8.2	6.4	2.9	3.0	-3.7	2.1
21. Cc1cccc(C)c1NC(=O)N1CCC(n2cnc3ccccc32)CC1
→ -5.9	4.3	-1.5	0.3	-5.4	-3.0	-6.8	-1.7	1.1	1.8
22. Nc1nonc1-c1noc(CCCN2C(=O)c3ccccc3C2=O)n1
→ 4.8	0.3	1.0	-0.3	-7.5	-5.3	3.2	-5.1	-1.6	-0.9
23. CCOC(=O)CCCNC(=O)OC1CC2CC1[C@H]1CCCCN1[C@H]2Cc1ccccc1 (some centres not stated)
→ -1.5	4.3	-5.5	-0.1	x	x	1.7	-4.8	1.2	4.0
24. CCCN1CNC(=S)N(c2cc(C)ccc2C)C1
→ 3.1	0.5	-3.5	-0.8	-2.1	-7.8	-7.0	-3.2	-1.6	2.4
25. CCOC(=O)c1c(NC(=O)CN2C(=O)NC3(CCCC3)C2=O)sc(C)c1CC
→ 4.9	4.4	10.7	0.8	-16.6	-5.2	-2.8	5.0	2.0	-0.4
26. COc1ccc(NC(=O)COC(=O)C2COc3ccccc3O2)cc1OC (configuration not stated)
→ -5.4	1.8	-2.9	-0.8	-9.8	8.4	-9.0	-6.2	0.7	4.4
27. CCn1c(Cc2ccc(OC)cc2)nnc1SCc1nc2ccccc2c(=O)[nH]1
→ 3.8	2.3	5.4	0.2	-9.6	-1.6	-2.9	4.9	-0.9	2.4
28. COc1ccc(-c2cnc3ncnn3c2N)cc1
→ -4.3	2.7	10.6	-0.4	-18.4	-1.9	-12.6	-0.1	0.8	0.8
29. Cc1nc(N/N=C/c2cccc([N+](=O)[O-])c2)cc(N2CCCCC2)n1
→ -2.3	5.0	-9.3	0.0	4.9	0.6	-4.2	-0.7	-6.0	2.1
30. Cc1ccc(-n2ncc3c(N4CCCC4)ncnc32)c(C)c1
→ 10.9	-1.5	-3.4	-0.5	-8.8	0.0	-1.0	-1.0	-1.9	-1.7

(continued)
Every second line gives: TDP2 absorb	PLC-gamma1 inh	ADAM10 inh	proKLK7 act	ASAP1 GAP inh	ARFGAP1 inh	Tn7 DDE FP	DDE Tn6 FP inh	ADAM17 inh	LEDGF integ inh
31. Cc1ccc(NC(=O)Nc2ccccc2)nc1
→ -6.0	-2.3	2.0	0.6	-1.4	6.2	3.9	-2.2	-0.1	-1.2
32. O=C1CC(c2ccco2)CC(O)=C1C=Nc1ccc(Br)cc1 (configuration not stated)
→ 13.4	-4.2	-2.9	-0.3	3.8	9.9	2.3	1.7	-5.5	7.3
33. O=C(CN(c1ccc(F)cc1)S(=O)(=O)c1ccc2c(c1)OCCO2)N1CCOCC1
→ -10.9	0.1	-8.1	-0.1	-1.1	-4.0	6.4	6.0	-3.6	1.2
34. Cc1ccc(NC(=O)CN(C)S(=O)(=O)c2cccc3nsnc23)cc1
→ 1.9	0.5	-3.0	-0.1	0.9	4.7	1.8	-5.4	-3.4	-0.7
35. COc1ccc(C2NCCc3c2[nH]c2ccccc32)cc1CSc1nc2ccccc2s1 (configuration not stated)
→ -11.0	-49.9	19.2	-0.4	7.8	8.8	-0.8	-3.9	6.7	-1.8
36. CSc1ccccc1OCc1cc(C(=O)N(C)Cc2ccc(C)o2)no1
→ -5.6	-1.3	-5.8	0.0	9.9	-4.2	-2.0	2.3	-1.1	1.3
37. CCN(c1ccccc1)S(=O)(=O)c1ccc(OC)c(NC(=O)COc2ccc(C(C)=O)cc2)c1
→ -1.7	-1.1	-8.2	0.6	-3.5	10.4	3.3	2.3	-5.3	-0.2
38. COc1c(/C=N/NC(=O)[C@H]2C[C@@H]2c2ccccc2)c(CCN(C)C(C)=O)cc2c1OCO2
→ -5.4	0.3	8.2	0.7	14.7	-0.3	-0.8	-2.0	-0.7	0.7
39. O=c1[nH]c2ccccc2n1C1=CCCC1
→ 8.5	0.2	-1.7	0.1	-2.8	-4.2	-2.0	2.1	-5.2	5.6
40. O=C(CCCOc1ccccc1)Nc1nccs1
→ -1.8	-0.8	-0.5	0.5	11.6	5.6	-3.3	5.9	-4.6	-1.1
41. Cc1cc(Oc2ccc(-c3ccccc3)cc2)n2ncnc2n1
→ 10.4	2.6	3.1	0.1	6.4	-1.1	4.5	0.4	-1.1	-2.2
42. O=C1NN=C2CCCCCCC12 (configuration not stated)
→ -0.8	2.0	-0.4	-0.2	3.6	3.6	5.1	3.3	-2.5	-0.1
43. O=C(Oc1ccc2ccc(=O)oc2c1)N1CCOCC1
→ 0.3	-29.3	-134.0	-2.6	3.4	10.4	-1.6	-0.2	-44.6	-0.7
44. CCCCCCCCNS(=O)(=O)/C=C/c1cc(C)ccc1CNC(=O)OC(C)(C)C
→ 4.6	-1.9	-2.5	0.4	x	x	-3.9	3.2	-2.5	-0.2
45. COc1ccc(OC)c(C(O)c2nc3ccccc3n2C)c1 (configuration not stated)
→ 1.6	0.3	-5.7	1.1	5.2	7.1	-0.9	-3.8	-3.6	1.4

Shown in transposed form: entries from further up.
[38] COc1c(/C=N/NC(=O)[C@H]2C[C@@H]2c2ccccc2)c(CCN(C)C(C)=O)cc2c1OCO2
[39] O=c1[nH]c2ccccc2n1C1=CCCC1
[40] O=C(CCCOc1ccccc1)Nc1nccs1
[41] Cc1cc(Oc2ccc(-c3ccccc3)cc2)n2ncnc2n1
[42] O=C1NN=C2CCCCCCC12 (configuration not stated)
[43] O=C(Oc1ccc2ccc(=O)oc2c1)N1CCOCC1
[44] CCCCCCCCNS(=O)(=O)/C=C/c1cc(C)ccc1CNC(=O)OC(C)(C)C

assay / compound	38	39	40	41	42	43	44
TDP2 absorb	-5.4	8.5	-1.8	10.4	-0.8	0.3	4.6
PLC-gamma1 inh	0.3	0.2	-0.8	2.6	2.0	-29.3	-1.9
ADAM10 inh	8.2	-1.7	-0.5	3.1	-0.4	-134.0	-2.5
proKLK7 act	0.7	0.1	0.5	0.1	-0.2	-2.6	0.4
ASAP1 GAP inh	14.7	-2.8	11.6	6.4	3.6	3.4	x
ARFGAP1 inh	-0.3	-4.2	5.6	-1.1	3.6	10.4	x
Tn7 DDE FP	-0.8	-2.0	-3.3	4.5	5.1	-1.6	-3.9
DDE Tn6 FP inh	-2.0	2.1	5.9	0.4	3.3	-0.2	3.2
ADAM17 inh	-0.7	-5.2	-4.6	-1.1	-2.5	-44.6	-2.5
LEDGF integ inh	0.7	5.6	-1.1	-2.2	-0.1	-0.7	-0.2

Screens as filed in PubChem.
